GSTO1 counter – inhibitors of recombinant GSTO1, primary screen, counter-screen for RBBP9 inhibitor project, biochemical, fluorescence polarization | Glutathione S-transferase omega-1 (Homo sapiens), P78417 | inhibition, % at 5.96 µM | AID 1974, 2009 | 1.1% of 300,000 active | activity-based probe fluorescence polarization;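 active means inhibition above the campaign mean inhibition plus 3 SD, cut at about 35% in these data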;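 further: 0% = GSTO1-1 with DMSO and 100% = wells lacking GSTO1-1 enzyme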
PREPL inh – PREPL enzyme inhibitors, primary screen, biochemical, fluorescence polarization; Prolyl endopeptidase-like (Homo sapiens), Q4J6C6; recombinant PREPL, fluorescence polarization activity-based probe; inhibition, % at 5.96 µM; 0.68% of 320,000 active; in the data active means inhibition above about 43%;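 further: 0% = enzyme with DMSO and 100% = wells lacking enzyme; many of its hits are not listed in these tables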
PAFAH1B2 FP inh – PAFAH1B2 enzyme inhibitors, primary screen, biochemical, fluorescence polarization, human; Platelet-activating factor acetylhydrolase IB subunit alpha2 (Homo sapiens), P68402; recombinant PAFAH1B2, FP-rhodamine activity probe; inhibition, % at 3.39 µM; 1.2% of 340,000 active; AID 492953, 2010;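 active means inhibition above the mean of all tested compounds plus 3 SD, cut at about 24% in these data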;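 further: 0% = enzyme with DMSO and 100% = wells lacking PAFAH1B2; many of its hits are not listed in these tables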
Target sequence (P68402 whole entry, looked up): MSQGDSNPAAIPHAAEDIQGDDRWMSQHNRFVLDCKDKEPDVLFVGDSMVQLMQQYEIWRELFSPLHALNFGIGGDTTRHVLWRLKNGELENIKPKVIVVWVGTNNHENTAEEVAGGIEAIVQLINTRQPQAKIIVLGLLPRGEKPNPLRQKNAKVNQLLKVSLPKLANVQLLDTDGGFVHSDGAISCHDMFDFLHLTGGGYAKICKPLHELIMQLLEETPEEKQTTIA
LYPLA2 inh – LYPLA2 inhibitors, primary screen, counter-screen for PME1 inhibitor project, biochemical, fluorescence polarization, FP-Rh probe ABPP; recombinant LYPLA2; inhibition, % at 5.9 µM; 0.38% of 320,000 active;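 active means inhibition above the screen-wide mean plus 3 SD, limit set per campaign, cut at about 26% in these data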;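 further: 0% = LYPLA2 with DMSO and 100% = wells lacking LYPLA2 enzyme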
Target sequence (O95372 whole entry, looked up): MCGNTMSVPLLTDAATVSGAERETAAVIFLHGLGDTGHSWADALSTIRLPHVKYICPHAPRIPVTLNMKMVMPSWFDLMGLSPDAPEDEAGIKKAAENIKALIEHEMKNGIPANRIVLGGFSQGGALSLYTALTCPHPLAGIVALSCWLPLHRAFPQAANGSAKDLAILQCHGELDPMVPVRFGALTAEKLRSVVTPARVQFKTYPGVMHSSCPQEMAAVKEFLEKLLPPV
PAFAH1B3 FP inh – PAFAH1B3 enzyme inhibitors, primary screen, biochemical, fluorescence polarization, human | recombinant PAFAH1B3, FP-rhodamine probe | inhibition, % at 3.39 µM | 0.28% of 340,000 active | AID 492972, 2010;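 active means inhibition above the screen-wide average of all tested compounds plus 3 SD, cut at about 25% in these data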;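 further: 0% = enzyme with DMSO only and 100% = wells lacking PAFAH1B3 protein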
PAD4 FP inh – human PAD4 inhibitors, primary screen, biochemical, fluorescence polarization, 1536-well format; AID 485272, 2010; 0.41% of 330,000 active; recombinant PAD4, RCA probe fluorescence polarization; Protein-arginine deiminase type-4 (Homo sapiens), Q9UM07; inhibition, % at 6.36 µM;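 active means percent inhibition above a cutoff equal to the mean of all tested compounds plus 3 SD, cut at about 15% in these data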;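 further: 0% = PAD4 with RCA probe and DMSO and 100% = probe without PAD4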
LYPLA1 inh – LYPLA1 inhibitors, primary screen, counter-screen for PME1 inhibitor project, biochemical, fluorescence polarization, FP-Rh probe ABPP. Acyl-protein thioesterase 1 (Homo sapiens), O75608. recombinant LYPLA1. inhibition, % at 5.9 µM. 0.16% of 320,000 active. AID 2174, 2009;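 active means inhibition above the mean of all tested compounds plus 3 SD, set per campaign, cut at about 14% in these data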;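 further: inhibitors block serine hydrolase probe labeling of LYPLA1 so polarization falls; 0% = enzyme with DMSO and 100% = wells lacking LYPLA1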
PME-1 primary – PME-1 inhibitors via competitive probe labeling, primary screen, biochemical, fluorescence polarization, FP-Rh probe, HTS. Protein phosphatase methylesterase 1 (Homo sapiens), Q9Y570. recombinant PME-1. AID 2130, 2009. 0.53% of 320,000 active. inhibition, % at 5.9 µM;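 active means inhibition above the campaign mean of all compounds plus 3 SD, cut at about 26% in these data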;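 further: competitive labeling of PME-1 active site by serine hydrolase directed probe; 0% = PME-1 with DMSO and 100% = wells lacking PME-1 enzyme; inhibitors block probe labeling so polarization falls and inhibition rises; many of its hits are not listed in these tables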
pPAFAH FP inh – pPAFAH enzyme inhibitors, primary screen, biochemical, fluorescence polarization, human; Platelet-activating factor acetylhydrolase (Homo sapiens), Q13093; recombinant pPAFAH, FP-rhodamine probe fluorescence polarization; inhibition, % at 3.39 µM; 1.5% of 330,000 active;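 active means inhibition above the mean inhibition across the screen plus 3 SD, cut at about 25% in these data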;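 further: inhibitors block binding of the rhodamine activity-based probe so polarization drops; 0% = enzyme with DMSO and 100% = wells lacking pPAFAH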
Target sequence (Q13093 whole entry, looked up): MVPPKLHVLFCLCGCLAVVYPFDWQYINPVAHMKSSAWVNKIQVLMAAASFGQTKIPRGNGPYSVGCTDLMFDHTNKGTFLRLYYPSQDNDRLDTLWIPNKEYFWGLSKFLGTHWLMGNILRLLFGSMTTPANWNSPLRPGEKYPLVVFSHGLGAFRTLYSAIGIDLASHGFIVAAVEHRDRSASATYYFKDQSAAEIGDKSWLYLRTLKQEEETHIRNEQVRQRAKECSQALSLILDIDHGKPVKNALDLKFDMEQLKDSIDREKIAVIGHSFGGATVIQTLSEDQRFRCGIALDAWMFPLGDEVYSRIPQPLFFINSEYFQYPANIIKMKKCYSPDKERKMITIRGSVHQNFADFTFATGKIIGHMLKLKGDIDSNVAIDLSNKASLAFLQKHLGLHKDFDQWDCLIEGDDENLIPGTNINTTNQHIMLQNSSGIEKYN
Numbers without * were called inactive; x = no result given. The list is partial (hit frequency here may not be typical).

SMILES	GSTO1 counter	PREPL inh	PAFAH1B2 FP inh	LYPLA2 inh	PAFAH1B3 FP inh	PAD4 FP inh	LYPLA1 inh	PME-1 primary	pPAFAH FP inh
Cc1c(NC(=O)CN2C(=O)c3ccccc3C2=O)c(=O)n(-c2ccccc2)n1C	10	16	7	4	7	-2	-5	-4	-2
Cc1[nH]nc2ncc(C(=O)c3ccccc3O)cc12	-2	-13	-1	-3	-1	-4	-1	-9	1
O=S(=O)(Cc1ccccc1)N1CCN(Cc2ccc(F)cc2Cl)CC1	2	-37	-3	1	1	0	-3	5	4
Cc1nn(CC(=O)NCC(C)c2ccccc2)c(=O)c2cc(-c3ccccc3)nn12 (configuration not stated)	3	-54	4	9	1	4	-1	-2	3
COc1cc2c(cc1OC)C1(CCCC1)CNC2c1cccc([N+](=O)[O-])c1 (configuration not stated)	-6	-49	4	21	-1	-2	2	2	3
CC(=O)Nc1ccc(S(=O)(=O)N(C)CC(=O)Nc2ccc(Br)cc2F)cc1	-13	-27	-5	-13	-5	-11	-5	-7	-6
Cc1c(NC(=O)C(C)OC(=O)c2cccc([N+](=O)[O-])c2)c(=O)n(-c2ccccc2)n1C (configuration not stated)	-2	-7	-1	4	3	-4	1	2	3
CSCC[C@H](N)C(=O)N1CCC(C(=O)N[C@H](C(=O)NCc2ccccc2F)C(C)C)CC1	-3	19	9	4	6	1	2	0	4
Cc1nc2sccn2c(=O)c1S(=O)(=O)NCc1ccccc1	3	25	5	1	7	2	0	0	-3
COc1ccc(Cc2nc(-c3ccc(Br)cc3)no2)cc1	1	-10	1	-2	11	0	0	-4	16

Random excerpt: six records from the list, in no set order.
SMILES	GSTO1 counter	PREPL inh	PAFAH1B2 FP inh	LYPLA2 inh	PAFAH1B3 FP inh	PAD4 FP inh	LYPLA1 inh	PME-1 primary	pPAFAH FP inh
CSCC[C@H](N)C(=O)N1CCC(C(=O)N[C@H](C(=O)NCc2ccccc2F)C(C)C)CC1	-3	19	9	4	6	1	2	0	4
Cc1c(NC(=O)C(C)OC(=O)c2cccc([N+](=O)[O-])c2)c(=O)n(-c2ccccc2)n1C (configuration not stated)	-2	-7	-1	4	3	-4	1	2	3
COc1cc2c(cc1OC)C1(CCCC1)CNC2c1cccc([N+](=O)[O-])c1 (configuration not stated)	-6	-49	4	21	-1	-2	2	2	3
Cc1nn(CC(=O)NCC(C)c2ccccc2)c(=O)c2cc(-c3ccccc3)nn12 (configuration not stated)	3	-54	4	9	1	4	-1	-2	3
Cc1nc2sccn2c(=O)c1S(=O)(=O)NCc1ccccc1	3	25	5	1	7	2	0	0	-3
Cc1[nH]nc2ncc(C(=O)c3ccccc3O)cc12	-2	-13	-1	-3	-1	-4	-1	-9	1

(more compounds)
SMILES	GSTO1 counter	PREPL inh	PAFAH1B2 FP inh	LYPLA2 inh	PAFAH1B3 FP inh	PAD4 FP inh	LYPLA1 inh	PME-1 primary	pPAFAH FP inh
COc1ccc(NC(=O)CSc2nnc3ccc(-c4cccnc4)nn23)cc1	6	3	4	-7	13	8	-1	-11	-4
COc1ccccc1CCCNC(=O)C1CCC(=O)N(CCc2ccc(Cl)cc2)C1 (configuration not stated)	-4	13	6	9	6	-3	2	7	4
Cc1c(NC(=O)C(C)OC(=O)CNC(=O)c2ccc(C(C)(C)C)cc2)c(=O)n(-c2ccccc2)n1C (configuration not stated)	2	14	4	2	3	-6	-3	-1	6
CCCCn1c(SCC(=O)N2CCCC2)nc2c1c(=O)n(C)c(=O)n2C	3	-2	4	-4	6	0	-4	-3	-4
Nc1ccc2ncccc2c1N	26	47*	0	5	8	-19	0	-4	17
N#CCO/N=C(\c1ccccc1)c1ccncc1	5	14	5	-6	-6	-2	1	3	-4
CCSc1ccccc1C(=O)NCc1ccc2c(c1)OCO2	18	12	-3	0	-1	-5	-5	-4	-2
Cc1ccc(-c2nc(CS(=O)(=O)CC(=O)N3CC(C)CC(C)C3)c(C)o2)cc1 (configuration not stated)	5	18	9	-2	1	5	-1	5	-3
O=c1c2ccccc2nc2ccc(NCc3cccs3)nn12	1	5	3	-2	6	-2	-1	0	-5
CC(C)OCCCn1c(=N)c(C(N)=S)cc2c(=O)n3ccccc3nc21	11	40	10	1	11	-8	2	5	10
CNc1nc(-c2ccc(OC)cc2)c(-c2ccc(OC)cc2)s1	5	1	0	-2	-3	-2	0	6	5
COC(=O)c1ccc(C2=NOC(C)(c3nnc(-c4cccc(Cl)c4)o3)C2)cc1 (configuration not stated)	2	-25	2	0	6	-1	-4	-1	2
NC(=S)NN=C1c2cc(S(=O)(=O)N3CCOCC3)ccc2-c2ccc(S(=O)(=O)N3CCOCC3)cc21	-10	39	6	24	14	-1	6	1	8
CCOC(=O)N1CCC(NC(=O)c2ccc3c(Cl)c4c(nc3c2)CCCC4)CC1	2	3	6	2	-1	-2	-4	-7	-6
CCOc1ccccc1CNC(=O)c1ccc(NC(=O)C2=CSCCO2)cc1	4	3	5	8	-1	-4	2	-6	6
Cn1ccs/c1=N\C(=O)Nc1ccccc1	1	1	6	7	-23	5	2	3	2
COC(=O)[C@]1(CC(C)C)N[C@H](c2ccc(-c3ccc(F)cc3)cc2)[C@@H]2C(=O)N(C)C(=O)[C@@H]21	-2	-2	-5	2	9	-1	-2	-4	0
O=C(N/N=C/c1ccc(O)cc1)c1[nH]c2ccc(Br)cc2c1-c1ccccc1	-21	11	-3	-36	4	-2	-32	7	8
COc1ccc(OC)c(S(=O)(=O)NCCC(C)C)c1	-4	-1	8	-1	0	3	0	0	6
CN1CC(=O)N(C)c2nc(Br)n(C)c2C1=O	10	11	4	-9	11	-1	-3	-7	-1
COc1ccc(CNc2cc(C)ccc2C)c(OC)c1OC	8	5	4	0	3	0	-1	0	3
Cc1ccc(-c2c(C(=O)N/N=C/c3sccc3C)nnn2-c2nonc2N)cc1	0	-9	2	-7	4	0	-7	1	3
Cc1ccc(/C=C/C(=O)N2CCN(S(=O)(=O)c3cccs3)CC2)o1	-3	-12	6	3	1	4	-4	0	-5
Cc1ccc(N(C(=O)Cc2c[nH]c3ccccc23)C(C(=O)NC2CCCCC2)c2ccco2)cc1 (configuration not stated)	4	3	2	1	6	3	0	2	2
CCOc1ccc(Nc2nc(N(C)c3ccccc3)nc(N)c2[N+](=O)[O-])cc1	1	9	4	9	-3	-1	5	-3	3
C#CCOCCOCCOCCNc1nc(N2CCN(C(=O)C([C@@H](C)O)n3cc([C@@H](N)CCCCN)nn3)CC2)nc(N2CCN(C(=O)[C@H](CCCCN)n3cc([C@@H](N)[C@H](C)CC)nn3)CC2)n1 (some centres not stated)	x	27	0	x	3	4	x	x	-3
O=C(C(Cc1ccccc1)NS(=O)(=O)c1cccc2cccnc12)N1CCc2ccccc21 (configuration not stated)	7	3	-2	-3	4	4	-2	-2	1
O=S(=O)(c1ccccc1)N1CCN(C2CCCCCCC2)CC1	3	4	5	3	9	0	0	-3	5
CCOC(=O)Cn1c(=O)oc2cc(S(=O)(=O)NC3CCCc4ccccc43)ccc21 (configuration not stated)	10	-126	6	-5	8	-2	-4	4	-7
CC(=O)NC(Cc1ccc(F)cc1)C(=O)NC1CCN(c2ncccc2[N+](=O)[O-])CC1 (configuration not stated)	0	1	2	-1	3	-5	-3	-1	3

Laid out differently: results already given
structure | GSTO1 counter | PREPL inh | PAFAH1B2 FP inh | LYPLA2 inh | PAFAH1B3 FP inh | PAD4 FP inh | LYPLA1 inh | PME-1 primary | pPAFAH FP inh
Cc1c(NC(=O)CN2C(=O)c3ccccc3C2=O)c(=O)n(-c2ccccc2)n1C | 10 | 16 | 7 | 4 | 7 | -2 | -5 | -4 | -2
Cc1[nH]nc2ncc(C(=O)c3ccccc3O)cc12 | -2 | -13 | -1 | -3 | -1 | -4 | -1 | -9 | 1
O=S(=O)(Cc1ccccc1)N1CCN(Cc2ccc(F)cc2Cl)CC1 | 2 | -37 | -3 | 1 | 1 | 0 | -3 | 5 | 4

The listing continues.
SMILES	GSTO1 counter	PREPL inh	PAFAH1B2 FP inh	LYPLA2 inh	PAFAH1B3 FP inh	PAD4 FP inh	LYPLA1 inh	PME-1 primary	pPAFAH FP inh
CCOc1ncccc1C(=O)Nc1ccc(S(=O)(=O)Nc2nc(C)cc(C)n2)cc1	x	4	3	-2	6	2	-2	-7	-3
Cc1ccccc1OCC(=O)NCCC(=O)O	1	8	-4	3	-4	-1	-2	2	6
O=C(NCC1CCCO1)c1ccc(Cn2c(=S)[nH]c3ccccc3c2=O)cc1 (configuration not stated)	3	17	-2	2	-5	-4	4	-5	-7
O=C(O)C1CCCCC1C(=O)Nc1ccc(S(=O)(=O)N2CCCC2)cc1 (configuration not stated)	0	16	5	-5	7	-2	-4	-2	0
O=C1c2ccccc2[C@@H]2C[C@H]3O[C@H]3CCN12	x	x	6	x	5	2	x	x	-2
O=C(COC(=O)/C=C/c1cccc(Br)c1)NCCc1ccccc1	-11	-5	-5	8	6	1	3	1	9
COc1ccc(C(=O)COC(=O)c2cc([N+](=O)[O-])ccc2N2CCOCC2)c(OC)c1	1	12	-3	-5	3	2	-4	4	15
c1cc2c3c(cccc3c1)NC1(CCCCC1)N2	16	20	1	-10	2	-13	-9	-3	6
c1ccc(C2=Nc3c(ccc4ccccc34)C(c3ccncc3)=NN2)cc1	-4	-4	2	3	3	0	0	9	1
CCc1ccc(C(=O)NNc2ccc(Cl)cc2)cc1	4	-4	3	1	1	2	0	-7	2
CCc1cc(OCCOCCN(C)C)ccc1Cl	1	-97	3	-1	5	-2	0	4	8
O=C(N/N=C/c1cccc2ccccc12)C(=O)N1CCCC1	2	-3	-5	-4	0	1	1	-3	3
COc1ccc(CCNS(=O)(=O)c2c(C)[nH]c(C)c2C(=O)N2CCCCC2)cc1OC	0	4	4	-3	5	-1	-6	-3	1

High-throughput results from PubChem BioAssay.
